tim23-1 inh = inhibits growth of tim23-1 mutant yeast; S. cerevisiae tim23-1 growth, BacTiter-Glo luminescence, 24 h; inhibition, % at 20 µM; hit rate 1.3% among 330,000; AID 463212;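 active = growth inhibition of the mutant yeast at or above 50%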;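 also: temperature-sensitive mutant grown at 25 °C; plate controls were DMSO-treated mutant yeast for no effect and medium wells lacking yeast for full effect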
APJ ag = activates the human apelin receptor APJ; hit rate 0.11% among 330,000; CHO-K1 APJ PathHunter beta-arrestin, luminescence; 0% DMSO wells, 100% apelin; P35414; activation, % at 20 µM;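 active = activation more than six SD over the plate average, tested at 20 µM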;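 also: 0% = DMSO alone and 100% = apelin-13 at 10 nM; some results filed as inactive read as strong as hits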
Target sequence (P35414 whole entry, looked up): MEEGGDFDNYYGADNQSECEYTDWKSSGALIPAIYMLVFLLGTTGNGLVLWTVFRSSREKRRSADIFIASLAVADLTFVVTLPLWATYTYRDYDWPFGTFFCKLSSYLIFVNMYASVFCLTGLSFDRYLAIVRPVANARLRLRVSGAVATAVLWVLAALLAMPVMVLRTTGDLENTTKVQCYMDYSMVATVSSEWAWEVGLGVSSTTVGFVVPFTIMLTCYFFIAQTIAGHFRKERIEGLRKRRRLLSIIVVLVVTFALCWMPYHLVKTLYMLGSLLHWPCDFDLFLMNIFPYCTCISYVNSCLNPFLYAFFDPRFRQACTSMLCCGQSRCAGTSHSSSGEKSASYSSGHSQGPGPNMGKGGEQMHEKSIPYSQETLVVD
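system = engineered CHO-K1 APJ arrestin reporter cells | input = 1000 cells per well | timing = overnight seeding, 90 min compound at 25 °C, 1 h detection | measured by = enzyme-fragment complementation luminescence | read-out = beta-arrestin recruitment to APJ as agonist activity, luminescent signal | control set = negative DMSO alone, positive Apelin-13 at 10 nM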
CCR6 antagonist = blocks CCL20-driven beta-arrestin recruitment at human CCR6 | P51684 | CHO-K1 CCR6 PathHunter beta-arrestin, luminescence, CCL20-stimulated | inhibition, % at 20 µM | hit rate 0.49% among 340,000 | AID 493098;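 active = compounds whose inhibition of the agonist-driven luminescence signal at 20 µM reaches about 50%, limit read from the data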;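 also: cells stimulated with CCL20 at 14 nM final; plate controls were DMSO with CCL20 for no effect and DMSO without agonist for full effect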
UPR CHOP act = activators of apoptotic arm of unfolded protein response (CHOP) | CHO-CHOP luciferase reporter, UPR activation, luminescence; percent of tunicamycin response over DMSO baseline | activation, % at 10 µM | hit rate 0.34% among 330,000 | AID 449763;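 active = at 10 µM dose, activation of 40% or more, normalized to positive control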;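 also: 100% = tunicamycin at 10 µg/mL and 0% = DMSO alone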
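Evaluation: % reporter activation, DMSO baseline versus tunicamycin full activation; System: CHO-CHOP luciferase reporter cell line; Input: 500 cells/well; Incubation: 6 h compound treatment, 37 °C; Measured by: Steady-Glo luciferase luminescence; Dosing: one dose, 10 µM in 0.5% DMSO; Buffer or medium: F12 medium, 10% FBS; Benchmarks: positive tunicamycin 10 µg/mL, negative DMSO alone.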
Mdm2-MdmX inh = human Mdm2/MdmX binding inhibition. SaOS-2 split-luciferase Mdm2/MdmX complementation, luminescence. O15151+Q00987. inhibition, % at 8 µM. hit rate 3% among 330,000;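 active = inhibition of at least 50% at 8 µM in the primary screen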
XBP1 UPR activ = adaptive UPR (XBP1) activation; AID 463104; activation, % at 20 µM; hit rate 0.33% among 330,000; CHO-XBP1 luciferase reporter, IRE1-XBP1 UPR activation, luminescence; percent of tunicamycin response, DMSO as zero;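 active = versus positive control, 20 µM dose yields 30% or more activation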;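 also: 100% = tunicamycin at 10 µg/mL and 0% = DMSO only wells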
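Assay system: CHO-XBP1 luciferase reporter cells; Schedule: 6 h treatment, 37 °C; Detection: glow luminescence from Steady-Glo reagent; Benchmarks: high control tunicamycin 10 µg/mL final, low control DMSO vehicle only.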
APJ antagonist = antagonists of human APJ apelin receptor. hit rate 0.32% among 330,000. CHO-K1 APJ beta-arrestin complementation, luminescence. inhibition, % at 20 µM. P35414;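 active = inhibition above about 40% at 20 µM, limit read from the data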;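 also: cells challenged with 10 nM apelin-13 agonist together with compound; plate controls were apelin-13 plus DMSO wells for no effect and DMSO wells lacking apelin-13 for full effect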
EBI2 block = blocks human EBI2 receptor beta-arrestin signaling; P32249; hit rate 0.81% among 360,000; inhibition, % at 5 µM; EBI2 beta-arrestin recruitment, luminescence, 7a,25-OHC stimulated; in the data active = inhibition above about 38%;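 also: enzyme fragment complementation signal reports receptor beta-arrestin coupling in cells; 0% = agonist plus DMSO wells and 100% = wells without agonist; some results beyond the cut were filed as inactive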
Target sequence (P32249 whole entry, looked up, the tested form may be a part): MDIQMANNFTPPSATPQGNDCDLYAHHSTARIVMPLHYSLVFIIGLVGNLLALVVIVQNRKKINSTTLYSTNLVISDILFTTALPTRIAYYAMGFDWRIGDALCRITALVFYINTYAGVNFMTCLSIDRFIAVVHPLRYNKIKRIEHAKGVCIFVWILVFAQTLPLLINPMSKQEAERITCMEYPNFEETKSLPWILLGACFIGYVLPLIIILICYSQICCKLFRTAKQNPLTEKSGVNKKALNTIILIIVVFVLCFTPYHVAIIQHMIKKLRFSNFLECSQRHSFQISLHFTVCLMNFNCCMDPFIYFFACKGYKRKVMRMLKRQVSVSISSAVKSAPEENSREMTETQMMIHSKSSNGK
CXCR6 inh = blocks human CXCR6 beta-arrestin recruitment. O00574. inhibition, % at 20 µM. CHO-K1 PathHunter CXCR6 beta-arrestin, luminescence. hit rate 0.36% among 360,000; in the data active = inhibition above about 34%, passing the limit was not always enough;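 also: antagonist mode with CXCL16 agonist at 10 nM final; 0% = 10 nM CXCL16 with DMSO and 100% = unstimulated wells without agonist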
* hit, by the source's call; . = no result given. Only part of the results is shown (hit frequency here may not be typical).

nr	mol	tim23-1 inh	APJ ag	CCR6 antagonist	UPR CHOP act	Mdm2-MdmX inh	XBP1 UPR activ	APJ antagonist	EBI2 block	CXCR6 inh
1	CCOC(=O)COc1ccc(-c2nnc(-c3ccccc3)o2)cc1	10	2	-19	-4.1	0	-1	-17	15	-20
2	Cc1ccc(O)c(NC(=S)NC(=O)CC(C)C)c1	24	0	10	5.6	-80	3	16	-10	11
3	NC(=O)C1CCN(C(=O)/C=C/c2cc(Br)ccc2F)CC1	7	-7	-11	-0.5	3	0	0	-8	4
4	Cc1ccc(C(=O)Nc2cccc(C(F)(F)F)c2)cc1Nc1cnccn1	11	8	-2	-0.5	45	-1	8	-2	-5
5	O=C(COc1cccc2ccccc12)NNC(=O)Nc1ccccc1	8	0	-15	-0.9	12	-3	9	0	-4
6	COc1ccc(Br)cc1-c1nc(C)c(C(C)=O)n1O	15	-2	-5	1.0	23	-1	-13	1	2
7	CC1CN(S(=O)(=O)c2cccc(C(=O)N(Cc3nnc(-c4ccccc4Cl)o3)C3CC3)c2)CC(C)O1 (stereo unspecified)	-33	-6	18	0.9	14	-3	-21	-6	2
8	COc1ccc(C(=O)N/C(=C/c2ccc(Cl)cc2)C(=O)NCc2ccncc2)cc1	-9	2	5	4.3	3	-3	-19	1	0
9	CN1/C(=C\C=N\NC(=O)c2cccnc2)C(C)(C)c2ccccc21	-5	-5	-7	-2.2	12	-2	21	2	9
10	COC(=O)[C@@]12OC[C@]34[C@H]([C@@H](O)[C@@H]1O)[C@@]1(C)C(=O)C(O[C@@H]5OC(CO)[C@@H](O)[C@@H](O)[C@@H]5O)=C[C@@H](C)[C@@H]1C[C@H]3OC(=O)[C@H](OC(=O)/C=C(\C)C(C)(C)OC(C)=O)[C@@H]24 (stereo partly specified)	-12	1	-5	0.6	21	-2	4	.	.
11	COC(=O)c1c(NC(=O)CSc2nnc(-c3ccco3)n2C)sc(C)c1C	24	3	3	1.0	9	4	-4	-6	-4
12	COc1cc(CC(NC(C)=O)C(=O)NC2CCN(c3nc(OC)nc(OC)n3)CC2)cc(OC)c1 (stereo unspecified)	11	-2	6	0.1	16	-1	-13	-6	0
13	CN(C)C(=O)CCCCCCCCC(=O)N(C)C	3	1	13	2.9	-3	-3	0	3	-7
14	CCOCCCn1c(SCC(=O)Nc2ccccc2)nc2ccccc2c1=O	19	-1	19	1.2	-21	-3	1	6	4
15	O=C(c1ccco1)N1CCN(S(=O)(=O)c2cccc3nsnc23)CC1	9	-4	6	0.4	11	1	6	-2	1

Next entries
nr	mol	tim23-1 inh	APJ ag	CCR6 antagonist	UPR CHOP act	Mdm2-MdmX inh	XBP1 UPR activ	APJ antagonist	EBI2 block	CXCR6 inh
16	CC(C)CNC(=O)c1cccc(NC(=O)c2ccccc2-c2ccccc2C(=O)O)c1	13	-2	-6	0.2	-3	-4	12	-11	3
17	Cc1nnc(SCC(=O)Nc2cccc([N+](=O)[O-])c2)n1CC1CCCO1 (stereo unspecified)	9	-4	1	2.7	-19	0	14	0	-3
18	CCc1ccccc1NC(=O)CN(C)C(=O)Cn1cnc2ccc(Cl)cc2c1=O	-5	-3	5	-0.7	24	-4	-8	-23	2
19	CCOC(=O)c1[nH]c(COC(=O)C2CC(=O)N(Cc3ccccc3)C2)c(C(=O)OCC)c1C (stereo unspecified)	-10	-2	17	8.5	5	1	12	-7	3
20	C#Cc1ccc([C@H]2C=C(C(=O)N3CCOCC3)O[C@@H](OCc3ccc(CO)cc3)C2)cc1	2	-3	10	0.2	-7	-1	-61	-5	8
21	CCCNC(=O)C1CCN(S(=O)(=O)c2cccs2)CC1	10	-5	6	-1.1	-20	0	7	-3	-6
22	Cc1cccc(N2C(=O)CC(N3CCN(c4ccccc4)CC3)C2=O)c1 (stereo unspecified)	17	-2	6	-3.5	-6	-3	13	-4	7
23	CCOC(=O)CCNC(=O)N1CCCC(C(=O)c2cccc(OC(C)C)c2)C1 (stereo unspecified)	14	-2	5	0.6	9	-5	10	5	-2
24	CC(C)(C)OC(=O)C(C)(C)O/N=C(\C(=O)O)c1csc(N)n1	-20	-3	8	0.2	-20	1	6	-6	13
25	CC(=O)Nc1ccc(S(=O)(=O)NCc2ccc(C(=O)NCCN3CCCCCC3)cc2)cc1	9	3	-3	2.0	9	-1	-6	0	-4
26	c1ccc(CCCN2CCN(c3ccccn3)CC2)cc1	4	1	0	2.3	6	-3	22	-2	-1
27	O=C(C[n+]1ccc(C(=O)c2ccccc2)cc1)Nc1ccc(C(F)(F)F)cc1	8	0	-6	0.6	37	-1	-63	-7	-7
28	CCc1ccccc1NC(=O)COc1ccc(C(=S)N2CCCC2)cc1	26	-2	12	1.0	29	6	9	-3	6
29	O=C1C2C3c4ccccc4C(c4ccccc43)C2C(=O)N1c1nc(-c2ccccc2)cs1 (stereo unspecified)	7	2	-18	-0.8	14	2	18	3	-5
30	CCOC(=O)N1CCN(C(=O)c2ccc3c(=O)n(CC4CCCO4)c(=S)[nH]c3c2)CC1 (stereo unspecified)	11	-3	1	0.8	16	1	6	6	4

Continuation.
nr	mol	tim23-1 inh	APJ ag	CCR6 antagonist	UPR CHOP act	Mdm2-MdmX inh	XBP1 UPR activ	APJ antagonist	EBI2 block	CXCR6 inh
31	COc1ccc2occ(C(C)=O)c2c1	12	-2	1	1.5	11	3	11	-2	-1
32	Cc1cc2c(sc3ccccc32)c(C)n1	10	-1	-4	2.7	17	5	11	-5	-5
33	O=c1c(-c2ccc(Cl)cc2)coc2c(CN3CCOCC3)c(O)ccc12	12	1	4	0.8	-28	0	6	5	-1
34	COc1ccc(NC(=O)C(NC(=O)c2ccc(=O)[nH]c2)c2ccc(C)cc2)cc1 (stereo unspecified)	12	0	6	1.3	-9	2	-12	8	0
35	CCN(CC(=O)NC(C)(C)C)Cc1cc(=O)n2c(-c3ccccc3)csc2n1	-3	-2	12	1.1	22	-5	-4	-3	-1
36	Cc1ccc(CNC(=O)c2ccc(C)c(S(=O)(=O)N3CCCCC3)c2)cc1	19	-1	5	-1.1	17	-3	10	-8	-1
37	Cc1cccc(N2CCN(C(=O)c3ccc4c(c3)NC(=O)C(CSCc3cccc(F)c3)N4)CC2)c1C (stereo unspecified)	13	7	.	0.7	-16	-6	18	.	.
38	CCNc1oc(COc2ccccc2F)nc1C#N	0	-4	-11	5.4	-26	-1	-16	-5	-5
39	CC1(C)C2CCC(C2)C1(C)N=C1OC(CCl)CS1 (stereo unspecified)	42	-1	11	0.9	-2	-3	3	6	-3
40	Cc1ccc(OCc2ccc(C(=O)Nc3ccc(C(N)=O)cc3)o2)c([N+](=O)[O-])c1	7	-1	24	1.7	33	-2	2	17	-7
41	O=c1[nH]c(C2CCCN(S(=O)(=O)c3ccccc3)C2)nc2c1nnn2Cc1ccccc1F (stereo unspecified)	-7	-2	-6	-2.9	18	-1	-19	11	18
42	FC(F)Oc1ccc(NC(=S)NCc2ccco2)cc1Cl	38	-4	4	-0.2	-4	-1	-18	1	-4
43	COc1cc(OC)c(NC(=O)CCCNC(=O)Cn2cnc3sc(C)c(C)c3c2=O)cc1Cl	0	2	20	1.6	6	1	-10	4	-5
44	Cc1c(NC(=O)COc2c(F)c(F)c(F)c(F)c2F)c(=O)n(-c2ccccc2)n1C	7	3	-9	1.0	8	2	5	-3	-12
45	COc1ccc2cc(CN(C(=O)Nc3ccccc3OC)C3CCCC3)c(=O)[nH]c2c1	27	-6	7	-1.9	36	1	17	3	0

Sorted by length of the SMILES (descending): part of the list above
nr	mol	tim23-1 inh	APJ ag	CCR6 antagonist	UPR CHOP act	Mdm2-MdmX inh	XBP1 UPR activ	APJ antagonist	EBI2 block	CXCR6 inh
36	Cc1ccc(CNC(=O)c2ccc(C)c(S(=O)(=O)N3CCCCC3)c2)cc1	19	-1	5	-1.1	17	-3	10	-8	-1
39	CC1(C)C2CCC(C2)C1(C)N=C1OC(CCl)CS1 (stereo unspecified)	42	-1	11	0.9	-2	-3	3	6	-3
32	Cc1cc2c(sc3ccccc32)c(C)n1	10	-1	-4	2.7	17	5	11	-5	-5

Carrying on.
nr	mol	tim23-1 inh	APJ ag	CCR6 antagonist	UPR CHOP act	Mdm2-MdmX inh	XBP1 UPR activ	APJ antagonist	EBI2 block	CXCR6 inh
46	NC(=O)c1ccc(NC(=O)CCCNC(=O)c2ccc(Cl)cc2)cc1	-2	-4	2	1.4	4	-4	5	-2	-2
47	O=S(=O)(Nc1ccccc1F)c1cccc(NC(=S)NCCN2CCOCC2)c1	-12	-3	13	1.4	15	-2	12	13	0
48	Cc1ccc(S(=O)(=O)N2CC3(C)CN(S(=O)(=O)c4ccc(C)cc4)CC(C)(C2)C3O)cc1 (stereo unspecified)	-9	-2	1	-2.4	13	0	9	-5	1
49	COc1ccccc1C(=O)NC(=O)COC(=O)c1cccc(C)c1O	10	-3	12	1.6	3	-3	17	0	11
50	O=C(CSc1nc(C2CC2)nc2c1cnn2-c1ccccc1)Nc1c[nH]c(=O)[nH]c1=O	-8	2	3	0.6	15	12	14	15	-5
51	c1ccc(CSc2nncn2-c2ccccn2)cc1	4	-2	0	-0.2	5	0	2	-8	-5
52	O=C(O)C(c1ccccc1)N1C(=O)/C(=C\c2ccc(-c3cccc(Cl)c3)o2)SC1=S (stereo unspecified)	27	-5	31	0.7	12	-5	23	19	27
53	COc1ccc(-c2nc3c(-c4ccccc4)cnn3cc2C)cc1F	-8	-1	0	3.4	5	2	-10	17	6
54	Cc1cccc(-c2noc(CNC(=O)c3ccc4c(c3)OCO4)n2)c1	10	0	-4	-2.1	23	-4	-6	0	9
55	O=C(c1ccc2ccccc2n1)N1CCN(S(=O)(=O)c2ccc(Cl)cc2)CC1	50*	-1	14	1.2	1	-1	-2	8	0
56	Cc1ccnc(NC(=O)c2cc(-c3ccc(Cl)s3)nc3ccccc23)c1	7	-6	16	0.8	32	0	12	2	7

High-throughput results from PubChem.
